Bioassay records as filed in PubChem BioAssay.
IDH1 R132H inh – human IDH1 R132H inhibition; O75874; IDH1-R132H enzyme, NADPH consumption, diaphorase/resazurin fluorescence; Potency, µM (series often up to 76.6 µM), inactives show top-dose activity change, negative = inhibition, hits mostly inhibitors; actives 0.093% (n = 390,000); further: potency means the concentration at half of the fitted maximal effect; on the % scale 0 is the no-effect control and ±100 the full control effect; nearly all actives have a fitted effect of over 65% in size
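IDH1-R132H (0.5 ug/mL dispensed) in pH 7.5 Tris buffer was preincubated 30 min with compound, then given a substrate mix of 0.016 mM NADPH and 2 mM alpha-KG for 80 min at room temperature; remaining NADPH was read by diaphorase/resazurin fluorescence.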
TrxR1 substrate – rat thioredoxin reductase 1 substrate activity. purified TrxR1 substrate turnover, NADPH consumption readout. O89049. Potency, µM (top dose mostly 114 µM), for inactives: top-dose activity change, negative = substrate turnover. actives 0.01% (n = 390,000); further: potency means the concentration at half of the fitted maximal effect; on the % scale 0 is the no-effect control and ±100 the full control effect; nearly all actives have a fitted effect of over 50% in size
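Rat TrxR1, dispensed at 90 nM, was prereduced with 400 uM NADPH (final) for 5 min at ~22 deg C, then incubated with compound 15 min before 400 uM selenite. A first-read NADPH fluorescence drop versus no-compound background flagged substrates.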
TRHR PAM – TRH receptor (human) allosteric enhancement. P34981. TRHR cells, fluo-8 calcium fluorescence, EC20 TRH enhancement. enhancement, % at 2 µM. actives 0.66% (n = 360,000). AID 493056; in the data active means enhancement above about 30%; further: 0% is about no effect
Target sequence (P34981 whole entry, looked up): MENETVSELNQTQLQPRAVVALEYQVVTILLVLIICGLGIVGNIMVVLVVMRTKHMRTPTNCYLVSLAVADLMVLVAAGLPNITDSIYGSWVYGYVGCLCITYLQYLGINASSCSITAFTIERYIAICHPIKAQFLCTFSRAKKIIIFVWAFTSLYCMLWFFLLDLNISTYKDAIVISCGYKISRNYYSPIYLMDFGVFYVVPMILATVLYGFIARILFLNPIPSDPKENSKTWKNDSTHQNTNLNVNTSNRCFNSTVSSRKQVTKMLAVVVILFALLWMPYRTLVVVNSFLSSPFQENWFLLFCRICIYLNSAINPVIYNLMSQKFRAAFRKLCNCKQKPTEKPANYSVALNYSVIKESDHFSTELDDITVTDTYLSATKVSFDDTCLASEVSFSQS
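TRHR-expressing cells loaded with fluo-8 calcium dye were read kinetically (ex 480/em 530) during compound addition, then stimulated with an EC20 of TRH (10 nM final). Enhancement of the Gq-mediated intracellular calcium response was scored.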
PI4K2A inh – inhibitors of human PI4K2A; Q9BTU6; activity change, negative = inhibition, % at 76.9 µM; actives 0.13% (n = 420,000); purified PI4K2A, ADP-Glo luminescence, 1 h; active compounds read low; in the data active means activity change below about -50%; inconclusive means mostly about -30% to -49%;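 further: -100% = wells without enzyme as full effect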
Target sequence (Q9BTU6 whole entry, looked up): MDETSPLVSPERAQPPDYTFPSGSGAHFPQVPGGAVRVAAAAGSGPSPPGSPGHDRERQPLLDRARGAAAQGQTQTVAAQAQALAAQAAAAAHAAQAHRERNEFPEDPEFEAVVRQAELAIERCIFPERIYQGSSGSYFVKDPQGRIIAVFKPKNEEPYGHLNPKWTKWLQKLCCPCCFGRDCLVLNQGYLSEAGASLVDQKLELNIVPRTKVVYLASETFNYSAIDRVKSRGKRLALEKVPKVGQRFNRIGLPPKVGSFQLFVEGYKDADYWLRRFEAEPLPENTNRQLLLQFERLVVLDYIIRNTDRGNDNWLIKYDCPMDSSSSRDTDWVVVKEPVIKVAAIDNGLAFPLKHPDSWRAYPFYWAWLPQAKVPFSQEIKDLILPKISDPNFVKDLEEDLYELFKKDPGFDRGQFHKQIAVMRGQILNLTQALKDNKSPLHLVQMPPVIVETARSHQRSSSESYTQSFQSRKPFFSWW
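Compounds are screened against recombinant PI4K2A using PI as substrate and ATP, the latter dispensed at 300 microM. Reactions run one hour at ambient temperature before ADP-Glo detection; full inhibition defined by wells lacking enzyme.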
USP1 inh – inhibitors of human USP1/UAF1 deubiquitinase; O94782; Potency, µM (doses to about 57.1 µM), for the others: top-dose activity change, negative = inhibition, most hits filed as inhibitors; recombinant USP1/UAF1, Ub-Rhodamine cleavage fluorescence; actives 0.23% (n = 390,000); further: potency means the concentration at half of the fitted maximal effect; on the % scale 0 is the no-effect control and ±100 the full control effect; nearly all actives have a fitted effect of over 60% in size; inactives centre near -12
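USP1/UAF1 complex at 1 nM was preincubated with compound for 15 min at room temperature, then Ub-Rho substrate (150nM final) was added. Fluorescence (480/540 nm) was read kinetically, 6 reads every 60 seconds.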
D2 agonist – D2 dopamine receptor (human) agonism | actives 0.53% (n = 340,000) | activation, % at 2 µM | HEK293 T-REx D2 cells, calcium flux agonist mode;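 active means activation over 3 SD above normal in the single-dose calcium agonist read, cut at about 30% in these data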; further: 0% is about no effect
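Calcium-flux readout, 1 cycle/sec over 180 s following compound pin transfer, in inducible HEK293 Trex D2 cells (force-coupled); dopamine controls included. Positive calcium responses during this window marked compounds as potential agonists.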
D2 antag – D2 dopamine receptor (human) antagonism; P14416; HEK293 TREx D2 cells, calcium flux, dopamine EC80; inhibition, % at 10 µM; actives 2% (n = 340,000); AID 485344; in the data active means inhibition above about 30%; further: 0% is about no effect
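Tetracycline-induced HEK293 T-REx cells expressing D2 force-coupled to calcium signalling were dye-loaded, exposed to compound for 180 s, then challenged with an EC80 of dopamine; calcium flux was followed kinetically for a further 180 s.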
TRHR ag – TRH receptor (human) agonism | actives 0.18% (n = 360,000) | TRHR cells, calcium flux fluo-8, FDSS agonist mode | activation, % at 2 µM | P34981; in the data active means activation above about 30%; further: 0% is about no effect
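Steps: seed TRHR cells overnight; add fluo-8 no-wash Ca dye, RT 30 min–1.5 h; record 10 s baseline; pin-transfer compounds; monitor fluorescence 1 cycle/s for the agonist window. Calcium increases flag candidate agonists.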
rTrxR1 inhibitor – inhibitors of rat thioredoxin reductase 1. O89049. recombinant rTrxR1, NADPH fluorescence consumption, selenite substrate. Potency, µM (series often up to 114 µM), for inactives: top-dose activity change, negative = inhibition, hits mostly inhibitors. actives 1% (n = 390,000). AID 588453; further: potency means the concentration at half of the fitted maximal effect; on the % scale 0 is the no-effect control and ±100 the full control effect; nearly all actives have a fitted effect of over 65% in size
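Rat TrxR1 (90 nM in the dispensed reagent) was pre-reduced with 400 uM NADPH for 5 min at room temperature, then incubated with compound for 15 min. After 400 uM selenite was added, NADPH fluorescence (Ex 340/Em 450 nm) was followed for 8 min.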
Starred values were filed as active, the others as inactive; ? = inconclusive; nt = not tested or not shown; & = joins results of further samples; [ ] = another dose, or the depositor's remark. Unless noted, the call rests on the fitted dose curve; in most records, active means well fitted inhibition curve with a large enough effect; inconclusive means small, poorly fitted or top-dose-only effect; inactive means no such curve, though single readings can be large or run the other way.

SMILES	IDH1 R132H inh	TrxR1 substrate	TRHR PAM	PI4K2A inh	USP1 inh	D2 agonist	D2 antag	TRHR ag	rTrxR1 inhibitor
CCOC(=O)CCCCC(=O)c1[nH]c(=O)[nH]c1C[n+]1ccccc1	nt	nt	-2.3	nt	nt	0.6	10.8	0.3	nt
O=c1c2ccccc2nnn1CSc1nnc2ccccn12	-0.2%	-5.1%	7.3	3.5	-5.1%	0.6	10.3	-0.9	8.7%
Cc1nn(CC(O)COc2ccc3c(c2)CCC3)c(C)c1Br (stereo unspecified)	4.4%	4.5%	0.4	7.8	-21.7%	-0.1	-18.7	-1.1	11.1%
CC(C)(C)OC(=O)N1CCC(C(=O)Nc2cccc(C(=O)N3CCCCC3)c2)CC1	-2.5%[38.3 µM]	1.8%	nt	-2.1	-20.6%	nt	nt	nt	7.5%
CC(=O)Nc1nc(CCC(C)C)cc2c1c(=O)oc1ccccc12	1.7%	4.4%	8.7	3.4	-3.6%	-2.4	-32.4	-0.1	0.4%
C[C@@H](C(=O)Nc1cc(C(F)(F)F)ccc1N1CCOCC1)N1C(=O)C2CC=CCC2C1=O (stereo partly specified)	-1.1%	-1.4%	nt	2.0	?	nt	nt	nt	13.8%
CCOC(=O)N1CCC(=NNC(=O)COc2ccc(OC)cc2)CC1	0.6%	-2.2%	0.3	-0.1	-9.7%	0.6	10.2	0.7	-7.0%
COc1ccc(NC(=O)N(C)C[C@@H]2Oc3ccc(NC(=O)NC(C)C)cc3CC(=O)N([C@H](C)CO)C[C@@H]2C)cc1	3.2%	3.2%[57.1 µM]	nt	4.5	-28.1%	nt	nt	nt	19.9%[57.1 µM]
CCOc1cc(CNC2CCCC2)ccc1OCc1ccccc1Cl	-3.0%	0.0%	28.6	8.1	-11.7%	0.5	-8.8	1.1	22.0%
CCOC(=O)N1c2ccccc2Sc2ccccc21	8.8%	-0.6%	-2.7	4.6	-10.6%	0.8	5.1	-2.3	23.9%
Cc1cn2c(=O)cc(COC(=O)C(C)Oc3ccccc3)nc2s1 (stereo unspecified)	0.4%	1.2%[57.1 µM]	1.8	3.3	-21.4%	0.6	nt	0.0	8.8%[57.1 µM]
COC(=O)C(CCSC)NC(=O)C12CC3CC(CC(C3)C1)C2 (stereo unspecified)	2.1%	7.9%	-7.0	-1.7	-10.5%	-1.1	-1.4	0.3	26.0%
S=C(NCCc1ccccc1)Nc1ccc(Br)cn1	-1.8%	7.7%[57.1 µM]	-0.1	0.0	-12.9%	-0.8	14.6	0.6	0.8%[57.1 µM]
COCCCn1c(=O)c2ccccc2n2c(=S)[nH]nc12	-8.4%	-5.4%	-1.4	2.0	-12.7%	0.2	-0.6	0.1	?
Cc1ccc(NC(=O)NC2=N/C(=C(/C#N)C(=O)N3CCCC3)c3ccccc32)cc1	1.7%	-5.4%	-0.6	3.1	-15.2%	0.9	-23.3	-0.9	-1.4%
O=C1Nc2ccc(Br)cc2C12OCCO2	16.4%	2.1%[57.1 µM]	nt	-4.2	6.5%	nt	nt	nt	6.7%
CN1C(=O)C(O)(C2COC(C)(C)CC2=O)c2ccccc21 (stereo unspecified)	5.6%	12.3%[57.1 µM]	-6.4	-2.9	-26.2%	-0.1	-3.1	0.0	14.0%[57.1 µM]
Cc1ccc(Oc2c(C=O)c3ccccc3n2C)cc1	0.0%	-9.4%	-0.4	-1.3	-10.1%	0.8	2.7	0.8	-5.6%
CCCCC1OC23CCCCC2C(C#N)(C(=N)O3)C1(C#N)C#N (stereo unspecified)	9.6%	141.8%[activator]	-3.5	8.7	-31.1%	-0.3	-12.0	0.3	-34.5%
CCOc1ccccc1N1CCN(C(=O)c2ccc3nc(N)sc3c2)CC1	-0.9%	-1.8%	nt	-2.1	4.0%	nt	nt	nt	16.5%

Compound profiles, from the list above. Screens in order: IDH1 R132H inh	TrxR1 substrate	TRHR PAM	PI4K2A inh	USP1 inh	D2 agonist	D2 antag	TRHR ag	rTrxR1 inhibitor
O=c1c2ccccc2nnn1CSc1nnc2ccccn12 is listed with -0.2%	-5.1%	7.3	3.5	-5.1%	0.6	10.3	-0.9	8.7%
Cc1nn(CC(O)COc2ccc3c(c2)CCC3)c(C)c1Br (stereo unspecified) is listed with 4.4%	4.5%	0.4	7.8	-21.7%	-0.1	-18.7	-1.1	11.1%
Cc1cn2c(=O)cc(COC(=O)C(C)Oc3ccccc3)nc2s1 (stereo unspecified) is listed with 0.4%	1.2%[57.1 µM]	1.8	3.3	-21.4%	0.6	nt	0.0	8.8%[57.1 µM]

Next section
SMILES	IDH1 R132H inh	TrxR1 substrate	TRHR PAM	PI4K2A inh	USP1 inh	D2 agonist	D2 antag	TRHR ag	rTrxR1 inhibitor
CCC(=O)Nc1ccc2c(c1)ncn2-c1ccc(OC)cc1	4.4%	8.6%[57.1 µM]	11.5	-2.4	-6.5%	-0.5	-4.9	-0.4	5.4%[57.1 µM]
N#C/C(=C\c1ccc(Cl)cc1)c1nc2ccccc2o1	3.2%	6.2%	-13.3	14.1	-10.5%	0.2	-1.2	1.5	-18.7%
CC(=O)N1CCC(N(CCCOC(C)C)C(=O)Nc2ccc(C)c(C)c2)CC1	-6.3%&3.0%	2.8%[57.1 µM]	-2.6&-4.1	-6.6&5.4	-2.7%&1.9%	0.7&0.3	-0.2	-0.1&-0.3	10.5%[57.1 µM]
Cc1nn(-c2ccccc2)c(C)c1NC(=O)COC(=O)c1ccc(Cl)c(N)c1	8.1%	7.7%	-12.8	0.6	-17.9%	1.8	-12.8	1.6	-1.1%
CCN=C1Cn2c(nc3scc(-c4ccccc4)c3c2=O)CN1CC	3.3%	3.4%[57.1 µM]	20.7	6.7	-16.3%	7.4	-3.2	1.0	-2.5%[57.1 µM]
CCCC1=NCCn2cccc21	12.1%	2.5%	-3.7	-12.2	-8.9%	0.1	-23.0	1.2	-14.0%
CC(c1ccccc1C(O)(c1ccccc1)c1ccccc1)N(C)C (stereo unspecified)	2.5%	0.9%	-3.6	3.8	-19.9%	21.4	11.4	10.7	26.6%
Nc1c2c(nc3sc4c(c13)CCCC4)-c1ccccc1CC2	3.2%	20.1%[57.1 µM]	2.2	-6.5	5.0%	1.2	-4.0	0.1	10.2%
Cc1cc(C)c2[nH]c(O)c(N=NC(=O)c3cc4c(s3)CCCC4)c2c1	nt	nt	6.2	nt	nt	-1.3	-10.9	-1.4	nt
COc1ccc(C(CNC(=O)c2ccc(C)c(S(=O)(=O)N3CCCCC3)c2)N(C)C)cc1OC (stereo unspecified)	-11.7%	-2.6%	-2.6	-0.9	-14.3%	nt	nt	-1.1	14.7%
CCn1cc(C(=O)NCCC(C)C)c(=O)c2cc(S(=O)(=O)N3CCCCC3)ccc21	-0.6%	?	-1.6	4.1	-23.3%	0.5	3.9	-0.4	?
CC(C)(C)OC(=O)N1CCC[C@H]1C(=O)N/N=C/c1cccc2cccnc12	2.9%	0.8%[57.1 µM]	-1.9	-0.2	-10.5%	-0.1	5.0	-0.3	3.3%[57.1 µM]
Cc1ccc(F)cc1NC(=O)CN1C(=O)NC(C)(c2ccc3c(c2)OCCO3)C1=O (stereo unspecified)	-1.8%	5.8%	-3.6	-3.5	-7.2%	2.0	-16.1	1.2	16.3%
COn1c(=O)c(=O)n(O)c2ccccc21	-0.8%	-9.9%	1.2	5.3	3.8%	-1.1	-4.5	-0.2	-2.1%
O=c1[nH][nH]c(=O)c2nc(Nc3ccccc3)ncc12	-1.5%	-7.8%	nt	-12.4	?	nt	nt	nt	-13.9%
COc1ccc(C(=O)Oc2c(Sc3ccccc3)c(C)nn2-c2ccccc2)cc1OC	14.3%	-1.4%	4.8	2.1	?	-1.5	nt	0.3	21.6%
CCOCc1cnc(C)nc1NCC(=O)c1c(C)[nH]c2ccccc12	11.3%	-6.5%[0.457 µM]	1.8	5.5	-6.6%	-1.7	5.4	0.8	12.9%
CCOC(=O)c1ccc(NC(=O)CSc2nnc(COc3ccccc3OC)n2CC)cc1	-0.7%	5.4%[57.1 µM]	28.8	-8.8	-4.0%	0.6	7.4	0.0	13.7%[57.1 µM]
O=C(CSc1ccc(-c2ccco2)nn1)c1cccc([N+](=O)[O-])c1	5.2%	7.9%	21.6	-28.9	-14.1%	0.9	5.8	0.1	15.8µM*
Cc1ccccc1NC(=O)c1cn2c(nc3ccccc32)c(C#N)c1C	-2.6%	8.5%	1.0	-3.0	-26.1%	-0.6	-7.5	0.2	25.2%
CC(C)(C)c1ccc(OCCCC(=O)NNC(=O)c2ccccc2O)cc1	-13.2%	5.3%[57.1 µM]	41.5*	-2.3	-8.4%	-0.2	1.8	0.0	15.4%[57.1 µM]
Cc1ccc(S(=O)(=O)C(CNC(=O)COc2ccc(Cl)cc2)c2ccco2)cc1 (stereo unspecified)	8.9%	-1.9%[57.1 µM]	-4.4	-4.8	?	-1.1	nt	-0.5	2.4%[57.1 µM]
NC(=O)C1(N2CCCCC2)CCN(C(=S)Nc2ccc(F)c(Cl)c2)CC1	1.5%	-1.9%	2.6	-0.8	-3.6%	0.5	-24.0	6.0	-9.2%
Cc1ccc2nc(NC(=O)C3CSC4(C)CCC(=O)N34)sc2c1 (stereo unspecified)	-0.1%	-7.3%	-2.4	5.1	-13.0%	-0.1	-20.0	0.0	-4.9%
COC(=O)C1C(=O)NCC1c1ccc(OC)cc1 (stereo unspecified)	3.7%	5.2%[57.1 µM]	1.2	3.1	-9.1%	-2.5	0.5	0.0	2.0%[57.1 µM]
Cc1cccc(C(C)C)c1NC(=O)C(C)OC(=O)Cn1cnc2c1c(=O)n(C)c(=O)n2C (stereo unspecified)	0.8%	-3.7%	-2.8	4.6	-12.7%	0.3	-11.1	0.5	1.4%
COc1ccc(CC(=O)OCC(=O)c2c(N)n(C)c(=O)n(C)c2=O)cc1OC	5.3%	-9.1%	4.8	3.7	-14.9%	-0.5	-17.9	0.0	5.2%
Cc1cc(C)n2nc(SCC(=O)N(CC(C)C)c3c(N)n(CC(C)C)c(=O)[nH]c3=O)nc2n1	-4.5%	9.4%[57.1 µM]	6.9	2.5	-4.8%	0.0	-15.5	0.3	24.9%[57.1 µM]
